UBC13 polyUb = UBC13 polyubiquitin chain formation inhibitors, primary screen, biochemical, TR-FRET, uHTS; 330,000 compounds, 0.47% hits; Ubiquitin-conjugating enzyme E2 N (Homo sapiens), P61088; inhibition, % at 20 µM; AID 485273, 2010; in the data active means inhibition above about 45%, passing the limit was not always enough
APOBEC3G inh = APOBEC3G DNA deaminase inhibitors, primary screen, biochemical, fluorescence, single-stranded DNA substrate, uHTS; AID 493012, 2011; DNA dC->dU-editing enzyme APOBEC-3G (Homo sapiens), Q9HC16; recombinant A3G, ssDNA deamination FAM/TAMRA fluorescence; 330,000 compounds, 0.28% hits; inhibition, % at 20 µM;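 active means inhibition of at least 40% at 20 µM, with no more than 30% in the related APOBEC3A deaminase screen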;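 further: plate controls were DMSO wells with A3G for no effect and wells lacking A3G enzyme for full effect; some compounds called inactive have numbers as strong as hits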
Apaf1 inhib = inhibitors of human Apaf-1 apoptosome, primary screen, biochemical, DEVD-Rh110 fluorescence, uHTS | inhibition, % at 20 µM | 330,000 compounds, 0.71% hits | Apoptotic protease-activating factor 1 (Homo sapiens), O14727 | reconstituted apoptosome caspase-3 activity; active means inhibition of at least 40% at 20 µM;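 further: plate controls were DMSO wells for no effect and DEVD-CHO caspase inhibitor wells for full effect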
Target sequence (O14727 whole entry, looked up): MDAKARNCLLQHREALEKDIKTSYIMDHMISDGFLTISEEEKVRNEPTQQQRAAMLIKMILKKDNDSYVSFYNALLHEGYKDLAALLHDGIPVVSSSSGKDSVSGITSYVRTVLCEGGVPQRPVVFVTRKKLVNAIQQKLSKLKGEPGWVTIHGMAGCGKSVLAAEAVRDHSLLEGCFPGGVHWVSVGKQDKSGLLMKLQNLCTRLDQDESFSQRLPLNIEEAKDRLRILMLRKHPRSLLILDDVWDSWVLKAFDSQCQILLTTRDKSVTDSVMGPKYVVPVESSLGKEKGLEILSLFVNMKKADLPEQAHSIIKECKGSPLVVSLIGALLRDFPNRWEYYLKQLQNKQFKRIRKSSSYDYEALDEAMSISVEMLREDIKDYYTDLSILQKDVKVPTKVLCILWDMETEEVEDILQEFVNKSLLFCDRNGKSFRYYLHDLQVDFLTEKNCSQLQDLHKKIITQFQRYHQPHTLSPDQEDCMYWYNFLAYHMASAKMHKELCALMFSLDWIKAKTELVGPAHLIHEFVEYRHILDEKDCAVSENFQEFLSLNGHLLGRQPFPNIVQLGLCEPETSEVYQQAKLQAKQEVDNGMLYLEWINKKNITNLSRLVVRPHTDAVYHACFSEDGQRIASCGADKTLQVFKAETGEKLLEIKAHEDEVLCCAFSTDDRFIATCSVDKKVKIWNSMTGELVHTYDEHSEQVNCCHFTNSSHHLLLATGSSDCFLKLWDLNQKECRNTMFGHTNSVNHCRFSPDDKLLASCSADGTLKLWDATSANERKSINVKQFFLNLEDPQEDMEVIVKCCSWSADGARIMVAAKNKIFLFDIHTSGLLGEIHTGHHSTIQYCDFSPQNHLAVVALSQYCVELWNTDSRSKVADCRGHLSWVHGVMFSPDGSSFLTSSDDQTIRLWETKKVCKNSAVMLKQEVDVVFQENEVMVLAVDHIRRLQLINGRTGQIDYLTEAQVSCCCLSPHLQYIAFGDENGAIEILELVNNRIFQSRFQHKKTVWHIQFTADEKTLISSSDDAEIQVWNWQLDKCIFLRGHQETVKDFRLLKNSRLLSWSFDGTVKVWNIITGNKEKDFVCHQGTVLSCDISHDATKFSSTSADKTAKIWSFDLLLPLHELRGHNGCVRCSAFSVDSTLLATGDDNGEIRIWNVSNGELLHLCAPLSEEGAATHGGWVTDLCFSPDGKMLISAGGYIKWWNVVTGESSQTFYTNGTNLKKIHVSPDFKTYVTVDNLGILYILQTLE
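detection = Rh110 fluorescence intensity | test system = biochemical Apaf-1 apoptosome reconstitution | also added = cytochrome c and DEVD-Rh110 substrate | schedule = 30 min plus 50 min, RT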
SENP8 block-1 = human SENP8 protease inhibitors, primary screen, biochemical, fluorescence, Nedd8 protein substrate, uHTS; 360,000 compounds, 0.64% hits; AID 602440, 2012; recombinant SENP8; inhibition, % at 20 µM; Sentrin-specific protease 8 (Homo sapiens), Q96LD8; in the data active means inhibition mostly above about 40%, no sharp cut-off; inactive means mostly below about 27%
SENP1 FRET inh = human SENP1 catalytic domain inhibitors, primary screen, biochemical, FRET, uHTS; Sentrin-specific protease 1 (Homo sapiens), Q9P0U3; AID 624204, 2012; recombinant SENP1 catalytic domain, CyPet-SUMO1-YPet FRET cleavage; 360,000 compounds, 0.21% hits; inhibition, % at 10 µM;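 active means inhibition at least 30% at 10 µM, raw YFP signal under a set limit, fluorescence ratio 0.5 to 1.5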;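 further: 0% = enzyme with DMSO and 100% = no enzyme wells; some results filed as inactive read as strong as hits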
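Material – human SENP1 catalytic domain · Input – SENP1 enzyme, 20 pM final · Compound dosing – single concentration of 10 µM compound, 0.5% DMSO final · Timing – enzyme reaction for 50 min at room temperature, dark · Measured by – FRET fluorescence in CFP and YFP emission channels · Control set – no-enzyme wells low, DMSO-plus-enzyme wells high control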
SENP7 inh = SENP7 protease inhibitors, primary screen, biochemical, luminescence, uHTS; Sentrin-specific protease 7 (Homo sapiens), Q9BQF6; recombinant SENP7, Z-RLRGG-aminoluciferin luminescence, 40 min; inhibition, % at 5 µM; 330,000 compounds, 1.5% hits;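 active means inhibition above about 50% at the single test dose, limit read from the data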;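 further: plate controls were DMSO with enzyme for no effect and no enzyme buffer wells for full effect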
SENP8 block-2 = SENP8 protease inhibitors, primary screen, biochemical, luminescence. Sentrin-specific protease 8 (Homo sapiens), Q96LD8. purified SENP8, Z-RLRGG-aminoluciferin cleavage. inhibition, % at 10 µM. 330,000 compounds, 1.2% hits. AID 2540, 2010; in the data active means inhibition above about 50%
SENP6 inh = SENP6 protease inhibitors, primary screen, biochemical, luminescence, uHTS. 330,000 compounds, 1.8% hits. Sentrin-specific protease 6 (Homo sapiens), Q9GZR1. Recombinant SENP6 catalytic domain, aminoluciferin luminescence. inhibition, % at 10 µM;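 active means inhibition above about 50% at the single tested dose, limit read from the data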;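 further: plate controls were DMSO wells with enzyme for no effect and DMSO wells lacking enzyme for full effect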
Numbers without * were called inactive; / = not tested or not shown.

SMILES	UBC13 polyUb	APOBEC3G inh	Apaf1 inhib	SENP8 block-1	SENP1 FRET inh	SENP7 inh	SENP8 block-2	SENP6 inh
Cc1ccccc1CC1(CO)CCCN(C(=O)c2ccccc2N(C)C)C1 (stereo unspecified)	-11	-6	10	-13	2	0	-5	-2
c1cncc(CNc2ncnc3sc4c(c23)CCC4)c1	7	-7	4	3	1	-9	-11	-3
COc1ccc([N+](=O)[O-])cc1NC1CCCCC1	-5	-4	16	28	15	6	2	1
O=S(=O)(c1ccc(NC(=S)NN=C(Cc2ccccc2)Cc2ccccc2)cc1)N1CCOCC1	-27	-11	5	-53	2	-1	-3	-11
Cn1c(=O)cc(SCC(=O)NCCCN2CCOCC2)c2ccc(Cl)cc21	8	-3	4	-12	1	6	-6	-19
O=C1CCC(C(=O)OCC(=O)Nc2cc(Cl)ccc2F)=NN1	2	-9	-8	15	-1	1	3	0
COc1cccc(C2CC(c3ccc(Cl)cc3Cl)Nc3nc(N)nn32)c1 (stereo unspecified)	-4	28	17	-63	-1	-3	1	1
Cc1ccc(/C=N/NC(=O)c2nnn(-c3nonc3N)c2CSc2ccccc2)o1	-17	0	15	-62	0	12	-8	-7
CC(C)CCN1CCN(Cc2cccn2-c2cccnc2)CC1CCO (stereo unspecified)	1	-1	-15	6	-1	7	-1	-4
COc1ccccc1-c1noc(CCCC(=O)Nc2ccc(C(N)=O)cc2)n1	-8	-9	2	24	1	-2	-8	-15
O=C(Nc1ccc(F)cc1)C(c1ccccc1)N1CCN(S(=O)(=O)c2c(F)cccc2F)CC1 (stereo unspecified)	-5	-3	12	20	1	9	6	6
Fc1ccccc1Cn1c2[n+](c3ccc(C(F)(F)F)cc31)CCCCC2	-18	18	9	4	-8	-3	-7	-16
O=C(c1ccoc1)N1CCC2(CC1)Oc1ccc(F)cc1C(=O)C21CC(c2cccnc2)=NO1 (stereo unspecified)	-10	-4	8	-6	-2	4	-1	2
CCOC(=O)CNC(=O)Cn1cnc2c(nnn2-c2ccccc2)c1=O	8	5	-10	3	0	8	5	17
Cc1ccc(C2C3=C(CC(C)(C)CC3=O)NC3=C2C(=O)CC(C)(C)C3)o1	-3	-6	-2	-40	-24	5	7	14
O=C(Cc1cccs1)N1CCN=C1SCc1ccccc1F	-7	-4	1	7	-1	3	-5	3
NS(=O)(=O)c1ccc(NS(=O)(=O)c2ccc(NC(=O)c3ccc(-c4ccccc4)cc3)cc2)cc1	-14	-2	-7	16	-3	-2	-3	-37
CCOc1ccc2nc(N(Cc3ccccc3)C(=O)CCNC(C)=O)sc2c1	12	-4	5	6	1	-6	-13	-13
COc1ccc(OCC(=O)Nc2ccc3c(c2)nc(CCN2CCOCC2)n3C)cc1	-4	-6	-9	-15	-5	1	-2	-14
CCCCCC(=O)Nc1ccc(N2CCOCC2)c(S(=O)(=O)Nc2ccc(OC)cc2)c1	0	-9	8	14	-1	3	-5	-2

Profiles, looked up by structure. Values in the order: UBC13 polyUb	APOBEC3G inh	Apaf1 inhib	SENP8 block-1	SENP1 FRET inh	SENP7 inh	SENP8 block-2	SENP6 inh
`COc1ccccc1-c1noc(CCCC(=O)Nc2ccc(C(N)=O)cc2)n1` reads -8	-9	2	24	1	-2	-8	-15
`O=S(=O)(c1ccc(NC(=S)NN=C(Cc2ccccc2)Cc2ccccc2)cc1)N1CCOCC1` reads -27	-11	5	-53	2	-1	-3	-11
`Cc1ccccc1CC1(CO)CCCN(C(=O)c2ccccc2N(C)C)C1` (stereo unspecified) reads -11	-6	10	-13	2	0	-5	-2

New compounds follow.
SMILES	UBC13 polyUb	APOBEC3G inh	Apaf1 inhib	SENP8 block-1	SENP1 FRET inh	SENP7 inh	SENP8 block-2	SENP6 inh
COc1ccc(CCNC(=O)C2CC(c3c(Cl)cccc3Cl)=NO2)cc1 (stereo unspecified)	14	-8	0	6	-1	6	4	-1
CCOCCCNS(=O)(=O)c1ccc(NC(=O)CN2C(=O)c3ccccc3C2=O)cc1	3	1	3	10	29*	11	1	6
OCCN1CCN(C(=S)c2ccc(Cl)c(Cl)c2)CC1	-2	38	13	42*	1	4	5	26
Cc1cc(C)c(C2C(C#N)=C(N)Oc3n[nH]c(C)c32)cc1CN1CCOCC1 (stereo unspecified)	8	-8	-15	18	4	1	-8	-19
O=C(NCCCc1ccccc1)c1ccc(CS(=O)Cc2ccccc2Cl)o1 (stereo unspecified)	-5	-5	0	12	0	17	-5	-5
O=C(O/N=C\c1ccc(N2CCOCC2)c([N+](=O)[O-])c1)c1ccccc1Cl	-9	-6	14	35	0	-9	-16	13
CN1CCN(CCCNCc2cn(CCC#N)c3ccccc23)CC1	40	-11	5	26	-1	-3	0	-13
O=C(O)CCN1C(=O)c2ccc(NC(=O)c3cccs3)cc2C1=O	12	-6	-14	-265	-1	3	-4	-15
COc1cccc(CN(C)C(=O)CNC(=O)c2ccc(-c3ccccc3)cc2)c1OC	10	-6	19	5	0	-8	-1	-22
CC(OC(=O)C1CC(=O)N(Cc2ccccc2)C1)C(=O)Nc1cccc(C#N)c1 (stereo unspecified)	-2	0	11	9	2	6	-2	-10
CC1CC(C)(C)N(C(=O)CN2C(=O)c3ccccc3C2=O)c2ccccc21 (stereo unspecified)	9	2	10	8	3	7	-3	3
CCc1ccc(NC(=O)Cc2c(C(=O)O)n(C)c3ccccc23)cc1	-11	-4	12	14	1	-4	5	-11
CCCCCn1c(=O)[nH]c2cc(C(=O)NCCN(CC)CC)ccc2c1=O	21	1	13	-240	1	-2	0	-18
Cc1ccc(C)c(N2CCN(C(=O)c3cc4c(C)nc5ccccc5c4o3)CC2)c1	11	-5	30	3	-3	-1	-3	5
O=C(O)c1cc(-c2ccc(N3CCOCC3)cc2)nn1-c1ccc(F)cc1	1	-3	-7	-230	1	18	-4	2
C=CCS(=O)(=O)c1nc2ccccc2s1	1	-2	-3	22	3	0	1	1
CCc1cc(-c2nc(N)ncc2-c2csc(C)n2)c(O)cc1OC	-2	-4	-3	13	1	-9	-6	-5
CCOC(=O)[C@@H]1[C@H]2COc3ccc(Br)cc3[C@H]2N2C(=O)N(c3ccc(Br)cc3)C(=O)[C@]12C	-13	-1	-1	15	-1	10	-9	-4
CN(N=Nc1ccc([N+](=O)[O-])cc1)c1ccccc1	1	-4	-1	34	5	60*	8	60*
O=C(N1CCN(Cc2ccc3c(c2)OCO3)CC1)C(Cl)(Cl)Cl	0	-6	13	14	-1	8	-2	-17
CC(C)Cn1c(N)c(C(=O)COC(=O)CCc2nc3ccccc3s2)c(=O)n(C)c1=O	22	-6	-2	9	-1	-4	2	-11
O=C(CSc1nnc(CNC(=O)c2ccc(F)cc2)o1)NCc1ccccc1	-5	-3	4	9	-2	-3	1	2
O=C(CCNC(=O)c1ccc(Cl)cc1)NCC(c1ccco1)N1CCCCC1 (stereo unspecified)	3	-6	-1	-4	-7	12	-9	-9
COc1c(/C=C2\SC(=Nc3ccccc3Cl)NC2=O)cccc1[N+](=O)[O-]	-18	2	3	14	1	9	-44	-36
c1ccc(Cn2c(CNc3nc4ccccc4n3CCN3CCCCC3)nc3ccccc32)cc1	18	-8	34	24	-1	-5	-11	-9
COc1ccc(Cl)cc1NC(=O)CN(C)C(=O)CCCNC(=O)c1ccc(Cl)cc1	10	-9	-8	7	2	3	-3	-15
COc1ccc(/C=C/C(=O)OCC(=O)N2CCc3ccccc32)cc1	-18	-10	-14	-3	-3	10	1	-2
CCNC(=O)Oc1ccc[nH]c1=O	-38	-7	42*	16	1	14	13	51*
COc1ccccc1C(=O)Nc1cc2cc(Cl)ccc2oc1=O	2	-4	7	-304	1	-12	-8	-11
Cc1ccc2nsnc2c1NC(=O)c1cccc([N+](=O)[O-])c1	7	-1	-6	/	/	7	2	-14
COc1ccc(C2C(C(=O)OC3CCCCC3)=C(C)Nc3nnnn32)c(OC)c1OC (stereo unspecified)	0	-1	26	8	3	12	-4	-1
Cc1nc2ccc(Cl)cc2c(-c2ccccc2Cl)c1CC(=O)O	2	-1	-42	7	1	0	-9	-13
C[C@H](NC(=O)c1nc[nH]c1C(=O)NCc1ccccc1)C(=O)OCc1ccccc1	13	-6	17	13	2	0	5	1
COC(=O)C1=C(CS(=O)(=O)c2ccccc2)NC(=O)NC1c1ccc(O)cc1 (stereo unspecified)	-1	-7	3	5	1	-10	-3	-7
COc1cccc(OC)c1C(=O)NC(=S)N1CCN(c2ccc(C(F)(F)F)cc2[N+](=O)[O-])CC1	2	-4	16	25	1	5	-2	5
Cc1c(/C=C(\C#N)c2nn(-c3ccccc3)c(N)c2C#N)c2ccccc2n1Cc1ccc(F)cc1	2	-5	-15	-2	-24	4	-1	7
COc1ccc2cc(CO)c(Cl)nc2c1	1	-4	-1	-37	-7	3	7	0
CN1N=C(C(=O)N2CCCC(C(=O)c3cccc(C(F)(F)F)c3)C2)CCC1=O (stereo unspecified)	-5	-5	-10	8	2	-5	-5	13

Fetched by structure from the entries so far (seven):
SMILES	UBC13 polyUb	APOBEC3G inh	Apaf1 inhib	SENP8 block-1	SENP1 FRET inh	SENP7 inh	SENP8 block-2	SENP6 inh
CN1N=C(C(=O)N2CCCC(C(=O)c3cccc(C(F)(F)F)c3)C2)CCC1=O (stereo unspecified)	-5	-5	-10	8	2	-5	-5	13
CC(C)Cn1c(N)c(C(=O)COC(=O)CCc2nc3ccccc3s2)c(=O)n(C)c1=O	22	-6	-2	9	-1	-4	2	-11
Cc1c(/C=C(\C#N)c2nn(-c3ccccc3)c(N)c2C#N)c2ccccc2n1Cc1ccc(F)cc1	2	-5	-15	-2	-24	4	-1	7
O=C(CCNC(=O)c1ccc(Cl)cc1)NCC(c1ccco1)N1CCCCC1 (stereo unspecified)	3	-6	-1	-4	-7	12	-9	-9
CCNC(=O)Oc1ccc[nH]c1=O	-38	-7	42*	16	1	14	13	51*
COc1ccccc1C(=O)Nc1cc2cc(Cl)ccc2oc1=O	2	-4	7	-304	1	-12	-8	-11
COc1ccc(C2C(C(=O)OC3CCCCC3)=C(C)Nc3nnnn32)c(OC)c1OC (stereo unspecified)	0	-1	26	8	3	12	-4	-1

As a working copy, part of the list above.
SMILES	UBC13 polyUb	APOBEC3G inh	Apaf1 inhib	SENP8 block-1	SENP1 FRET inh	SENP7 inh	SENP8 block-2	SENP6 inh
COc1ccc2cc(CO)c(Cl)nc2c1	1	-4	-1	-37	-7	3	7	0
CN1N=C(C(=O)N2CCCC(C(=O)c3cccc(C(F)(F)F)c3)C2)CCC1=O (stereo unspecified)	-5	-5	-10	8	2	-5	-5	13
